# Screening results (PubChem)
# Shiga inhibitor – A qHTS for Small Molecule Inhibitors of Shiga Toxin; Vero cells, Shiga toxin protein synthesis inhibition reporter; inhibition, % at 38.7 µM; hit rate 9.2% among 290,000; AID 2315, 2010; in the data active means inhibition mostly above about 28%, no sharp cut-off; inactive means mostly below about 43%; further: 0% is about no effect
# LmPK inh – qHTS Assay for Inhibitors of Leishmania Mexicana Pyruvate Kinase (LmPK) | hit rate 0.37% among 290,000 | purified LmPK, Kinase-Glo ATP luminescence, 1 h | Q27686 | Potency, µM (highest dose often 57.5 µM), for inactives: top-dose activity change, negative = inhibition, usual class: inhibitors | AID 1721, 2009; further: potency means the concentration at half of the fitted maximal effect; on the % scale 0 is the no-effect control and ±100 the full control effect
# Target sequence (Q27686 whole entry, looked up): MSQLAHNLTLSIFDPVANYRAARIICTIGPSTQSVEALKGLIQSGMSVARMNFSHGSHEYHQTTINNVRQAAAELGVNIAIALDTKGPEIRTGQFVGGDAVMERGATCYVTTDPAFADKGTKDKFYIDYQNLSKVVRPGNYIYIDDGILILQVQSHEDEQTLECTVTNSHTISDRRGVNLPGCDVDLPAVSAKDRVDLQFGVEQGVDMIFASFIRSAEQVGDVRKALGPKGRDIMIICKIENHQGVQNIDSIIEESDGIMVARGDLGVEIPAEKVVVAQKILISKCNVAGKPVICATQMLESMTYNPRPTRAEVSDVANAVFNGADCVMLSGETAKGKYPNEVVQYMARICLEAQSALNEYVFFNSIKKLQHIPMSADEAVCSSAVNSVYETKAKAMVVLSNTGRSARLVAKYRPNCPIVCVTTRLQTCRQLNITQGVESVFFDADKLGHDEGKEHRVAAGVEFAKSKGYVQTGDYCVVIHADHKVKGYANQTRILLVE
#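 qHTS format; LmPK 0.1 nM; substrates PEP 0.5 mM and ADP 0.1 mM. One-hour room-temperature incubation, then coupled luciferase luminescence; 0.5 nM enzyme wells mark activation.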
# Pf growth 96h – Primary qHTS for delayed death inhibitors of the malarial parasite plastid, 96 hour incubation. Potency, µM (titrated, usually from 28.7 µM), for inactives: top-dose activity change, negative = inhibition, usual class: inhibitors. P. falciparum luciferase reporter growth, 96 h. hit rate 6.9% among 320,000; further: potency means the concentration at half of the fitted maximal effect; on the % scale 0 is the no-effect control and ±100 the full control effect
#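 Luminescence readout: decreased luciferase signal marks inhibited growth of reporter-expressing P. falciparum in infected red cells (2% hematocrit, 0.05% parasitemia final), exposed to compound two generations (96 h, 37 C, 5% CO2).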
# TbPYK inhibitor – qHTS of Trypanosoma Brucei Inhibitors | hit rate 0.12% among 410,000 | TbPYK enzyme, Kinase-Glo Plus ATP luminescence, 45 min | pyruvate kinase (Trypanosoma brucei), Q57TT1 | Potency, µM (top dose mostly 76.8 µM), for the others: top-dose activity, negative = inhibition, actives largely listed as inhibitors; further: potency means the concentration at half of the fitted maximal effect; on the % scale 0 is the no-effect control and ±100 the full control effect; nearly all actives have a fitted effect of over 50% in size
#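 Luminescence from Kinase-Glo Plus, added after a 45-minute room-temperature reaction, served as the end-point read-out. The enzyme and substrate were preincubated with compound before ADP (130 uM final) initiated turnover. Concentration-effect curves came from normalized qHTS data.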
# HCV inh – qHTS Assay for Inhibitors of Hepatitis C Virus (HCV); Huh7.5.1 HCVcc-Cre infection, luciferase reporter, 44 h; Potency, µM (series often up to 41.8 µM), for the others: at the top dose activity change, negative = inhibition, usual class: inhibitors; hit rate 3.4% among 340,000; AID 651820, 2012; further: potency means the concentration at half of the fitted maximal effect; on the % scale 0 is the no-effect control and ±100 the full control effect
#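 A cell-based infection assay in which seeded cells (1,000 per well) receive test compound after 4 h, are inoculated with HCVcc-Cre at approximately 0.5 moi, and are incubated 44 h before luminescence detection.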
# Pf growth 48h – Primary qHTS for delayed death inhibitors of the malarial parasite plastid, 48 hour incubation; P. falciparum luciferase growth in erythrocytes, 48 h; Potency, µM (titrated, usually from 28.7 µM), for the others: top-dose activity change, negative = inhibition, hits mostly inhibitors; hit rate 5.9% among 310,000; further: potency means the concentration at half of the fitted maximal effect; on the % scale 0 is the no-effect control and ±100 the full control effect
#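 Luciferase-expressing parasites in RBCs, 2% Hct / 0.1% parasitemia final; RPMI 1640 + 0.5% Albumax; 37 C, 5% CO2, one generation; luminescence read-out, lower signal = inhibition.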
# Cycloheximide cs – Cycloheximide Counterscreen for Small Molecule Inhibitors of Shiga Toxin. cell reporter, cycloheximide protein synthesis inhibition counterscreen. max response, %. hit rate 12% among 300,000. AID 2314, 2010; in the data active means max response mostly above about 13%, no sharp cut-off; inactive means mostly below about 14%; further: read at 38.3 µM for the half of the compounds with a filed dose; 0% is about no effect
# * hit, by the source's call; u = inconclusive; x = not tested or not shown; + = active, no number; & = joins results of further samples; [ ] = another dose, or the depositor's remark. Unless noted, the call rests on the fitted dose curve; in most records, active means well fitted curve in the direction sought with a large enough effect; inconclusive means small, poorly fitted or top-dose-only effect, or another doubt; inactive means no such curve, though single readings can be large; an effect the other way counts as inactive or inconclusive. Outcome played no part in choosing rows; overall some 24% were active at least once.
# Results follow in this order: Shiga inhibitor	LmPK inh	Pf growth 96h	TbPYK inhibitor	HCV inh	Pf growth 48h	Cycloheximide cs
- O=C(NCC1(c2ccccc2)CCCC1)c1ccc(Br)cc1
  1	1%	u	-7%	18%	u	11
- Cc1ccc(/C=N\NC(=O)/C(=C\Nc2nccc(C)n2)NC(=O)c2ccccc2)cc1
  3	7%	4%	12%	u	76%[activator]	1
- COc1ccc(-n2cc(CNCc3cccnc3)c(-c3cccc(F)c3)n2)cc1
  51	2%	u	4%	0%	13µM*	16
- CCOC(=O)C1=C(O)/C(=C/c2ccc(CNC(=O)C(=O)Nc3ccc(C)cc3)o2)N=C1C
  -10	-4%	33%[activator]	-10%	9%	x	0
- CC(C)(C)c1cc(C(=O)NNC(=O)c2ccc(Cl)cc2)no1
  -4	1%	35%[activator]	-2%	-9%	17%	-1
- COc1cc(CN2CCC(Cc3ccccc3)CC2)cc(OC)c1OC
  -8	5%	9.3µM*	-17%	-26%	u	-1
- O=C1CCC(C(=O)N2CCN(c3ccccc3)CC2)CN1CC1CCCCC1 (configuration not stated)
  9	-9%	-3%	-1%	x	u	20
- Cc1cc(C(C)(C)C)ccc1OCCCCN1CCCC1
  6	-3%	3%	30%	22µM*	u	30*
- CC1(C)Cc2nc3oc4c(NCCCN5CCOCC5)ncnc4c3cc2CO1
  11	3%	u	1%	-25%	37%[activator]	1
- COc1ccc(C(=O)Nc2nc(CC(=O)NCc3ccc(F)cc3)cs2)cc1
  x	x	32%[activator]	2%	u	12%	x
- Cn1cnnc1SCC(=O)Nc1ccc2nc(SCc3ccccc3)sc2c1
  101*	-3%	195%[activator]	-4%	u	x	90*
- Cn1c(=O)c2ncn(CC(=O)Nc3ccc(N4CCOCC4)cc3)c2n(C)c1=O
  -6	2%	x	0%	20%	14%	-2
- C/C(=N\OCC(=O)Nc1ccccc1C(C)(C)C)c1ccc2c(c1)OCCO2
  -4	7%	u	-4%	u	9.3µM*	-1
- O=[N+]([O-])c1cc2c(cc1/C=N/n1c(-c3ccccn3)n[nH]c1=S)OCO2
  -11	10%	24%	u	12%	27%	-2
- CCOc1ccc(-c2nc(CSCC(=O)N3CCN(C(=O)c4ccco4)CC3)c(C)o2)cc1
  94*	12%	u	0%	u	x	25*
- COCCN(Cc1nc2ccccc2c(=O)[nH]1)C(=O)COc1cccc(C(C)=O)c1
  x	x	u	-1%	6%	u	x
- CCOC(=O)C(Cc1ccccc1)C(=O)NCc1ccccc1 (configuration not stated)
  2	3%	3.3µM*	1%	12%	21%	-2
- COc1ccc(CCNC(=O)Cn2c(=O)[nH]c3ccsc3c2=O)cc1OC
  -12	0%	6%	1%	12%	12µM*	-5
- O=C(CN1C(=O)CC(c2ccccc2)Sc2ccccc21)NCC1CCCO1 (configuration not stated)
  14	0%	8%	4%	9%	0%	9
- O=C1NC2(CCCC2)Oc2ccccc21
  19	1%	-30%	-4%	-2%	12%	1
- CCCCCCCN1C(Nc2ccccc2)=NC[C@@H]1CC(C)C
  -9	-7%	u	-3%	u	u	-3
- CC(=O)c1cccc(CN2CCC(C(=O)Nc3cccc(-c4ccn[nH]4)c3)CC2)c1
  -6	-7%	31%[activator]	7%	6.3µM*	u	2
- Cc1cc(NC(=O)c2cccc(COc3ccc(Br)cc3)c2)no1
  +	-1%	-21%	-9%	u	233%[activator]	112*
- Cc1ccc(S(=O)(=O)N=S(CCO)CCO)cc1
  -8	0%	-6%	-10%	1%	19%	-6
- COc1ccc(CCN2CC(C(=O)NCc3ccco3)CC2=O)cc1OC (configuration not stated)
  21	2%	-27%	5%	8%	x	9
- Cc1nc(Nc2ccc(S(=O)(=O)N3CCCC3)cc2)c2nnn(Cc3ccccc3)c2n1
  2	9%	u	-1%	u	u	-2
- Cc1cccc(Nc2nc(N)c([N+](=O)[O-])c(N3CCCC(C)C3)n2)c1 (configuration not stated)
  -12	3%	u	-11%	u	12µM*	-4
- CCCCN(C(=O)Nc1ccc(OCC)cc1)C1CCN(C(C)=O)CC1
  6	-1%	-1%	-14%[15.4 µM]	3%	-3%	-2
- COc1ccc(NC(=O)COc2ccccc2Cc2ccccc2)cc1S(N)(=O)=O
  -8	5%	u	2%	10µM*	u	-3
- N#CCCn1cc(/C=N/O)c(-c2ccccc2)n1
  -8	-3%	-21%	-4%	10%	x	8
- CCN1CCN(CC(O)COCCOc2ccc(Br)cc2)CC1 (configuration not stated)
  8	-1%	11%	-9%	38%[activator]	1%	-2
- O=C(c1cccnc1)C1CCCN(Cc2nc(Cc3ccccc3)no2)C1 (configuration not stated)
  22	1%	0%	1%	2%	u	-1
- O=S(=O)(Nc1ncccn1)c1ccc(NC(=S)NCc2cccnc2)cc1
  -16	-2%	-10%	5%	9%	32%[activator]	2
- COc1ccc2oc3ccccc3c(=O)c2c1
  14	-4%	41%[activator]	1%	-8%[8.37 µM]	66%[activator]	-3
- Cc1ccc(S(=O)(=O)/C(C#N)=C/c2c(N3CC(C)OC(C)C3)nc3ccccn3c2=O)cc1 (configuration not stated)
  -9	-2%	u	1%	-2%	9%	-3
- O=C(CN(c1ccccc1)S(=O)(=O)c1ccccc1)Nc1ccc(F)cc1
  -6	0%	-6%	3%	-1%	-27%	-1
- CCOC(=O)N1CCN(S(=O)(=O)N2CCCC(C(=O)NCc3cccc(OC)c3)C2)CC1 (configuration not stated)
  -2	3%	6.6µM*	-4%&0%	-10%	-18%	-1
- Cc1ccc(-c2nnn(CC(=O)N(c3cnc4ccccc4c3)C(C(=O)NC3CCCC3)c3ccncc3)n2)o1 (configuration not stated)
  -5	1%	-7%	7%	4%	u	-2
- CC(C)CC(Nc1ncnc2scc(-c3ccccc3)c12)C(=O)O (configuration not stated)
  -11	0%	u	-3%	20%	8%	-2
- CCC(=O)OCC(=O)Nc1cc(C)c(C)cc1[N+](=O)[O-]
  -8	3%	-11%	3%	0%	17%	-7
- O=[N+]([O-])c1cc(S(=O)(=O)CCCN2CCOCC2)ccc1F
  -3	-3%	10µM*	8%	u	1%	-6
- O=C(c1cnc(Cl)c(Cl)c1)N1CCN(S(=O)(=O)c2ccc(F)cc2)CC1
  1	-4%	10%	7%	21%	-6%	-7
- O=c1[nH]ncc(NCc2ccc(Cl)cc2)c1Cl
  3	1%	u	3%	16%	5%	-2
- CCN(CC)S(=O)(=O)c1ccc2oc(C(=O)NCc3ccc(C)cc3)c(C)c2c1
  -6	7%	x	-12%	u	9.3µM*	0
- Cc1c(C(=O)NCCN2C(=O)S/C(=C\c3cccnc3)C2=O)cccc1[N+](=O)[O-]
  -6	5%	u	-9%	1%	5.2µM*	-1
- COc1cc(C(=O)CSc2nccn2C)cc(OC)c1OC
  32	3%	15%	-9%	2%	3%	1
- COc1ccc(CN(C)CC(=O)Nc2ccc(Cl)cc2F)c(OC)c1
  2	4%	-6%	2%	u	-2%	-3
- Cc1ccc(-c2nnc(SCC(=O)N(CC(C)C)c3c(N)n(Cc4ccccc4)c(=O)[nH]c3=O)n2N)cc1
  -7	-2%	0%	-12%	x	u	-2
- O=C(Nc1ccccc1)NC1(C(=O)N2CCC(O)CC2)CCCCC1
  -13	4%	25%	-7%	18%	4%	-3
- O=C(O)CC(NC(=O)c1cccc([N+](=O)[O-])c1)c1ccc2c(c1)OCO2 (configuration not stated)
  -4	-2%	u	-4%	13%	20%	-1

# Reformatted as labelled records: entries from further up
COc1ccc(CN(C)CC(=O)Nc2ccc(Cl)cc2F)c(OC)c1
  Shiga inhibitor = 2
  LmPK inh = 4%
  Pf growth 96h = -6%
  TbPYK inhibitor = 2%
  HCV inh = u
  Pf growth 48h = -2%
  Cycloheximide cs = -3

Cc1ccc(-c2nnc(SCC(=O)N(CC(C)C)c3c(N)n(Cc4ccccc4)c(=O)[nH]c3=O)n2N)cc1
  Shiga inhibitor = -7
  LmPK inh = -2%
  Pf growth 96h = 0%
  TbPYK inhibitor = -12%
  HCV inh = x
  Pf growth 48h = u
  Cycloheximide cs = -2

O=C(Nc1ccccc1)NC1(C(=O)N2CCC(O)CC2)CCCCC1
  Shiga inhibitor = -13
  LmPK inh = 4%
  Pf growth 96h = 25%
  TbPYK inhibitor = -7%
  HCV inh = 18%
  Pf growth 48h = 4%
  Cycloheximide cs = -3

# Next section.
# Results follow in this order: Shiga inhibitor	LmPK inh	Pf growth 96h	TbPYK inhibitor	HCV inh	Pf growth 48h	Cycloheximide cs
- COc1ccccc1-n1c(=O)c2c3c(sc2n2c(=S)[nH]nc12)CCC3
  -16	-16%	420%[activator]	u	8%	10%	-3
- O=C(NC1CCCCC1)C(c1ccc(O)cc1)N(CC1CCCO1)C(=O)C1COc2ccccc2O1 (configuration not stated)
  -12	-2%	7.4µM*	-12%	-2%	x	-2
- COc1cc(NC(=O)CN2CCC(Cc3ccccc3)CC2)c(C)cc1[N+](=O)[O-]
  -10	-1%	2%	-3%	13%	-10%	-2
- O=C(Cc1ccc(Br)cc1)c1ccc(O)cc1O
  186*	8%	x	-2%	17%	71%[activator]	49*
- O=C1Nc2ccc([N+](=O)[O-])cc2OC1CCN1CCN(Cc2ccc3c(c2)OCO3)CC1 (configuration not stated)
  -27	3%	-22%[5.75 µM]	3%	-15%	-17%	-1
- O=C(CCc1ccccc1)NC(NC(=S)Nc1cccc(Cl)c1)C(Cl)(Cl)Cl (configuration not stated)
  -7	6%	9.3µM*	0%	-12%	u	-1
- COc1ccc(OC)c(S(=O)(=O)N2CCC(C(=O)NCc3ccccc3OC)CC2)c1
  1	3%	21%	-11%	-7%&17%	u	3
- Cc1ccc(NC(=O)c2c(C)nc3ccccn23)cc1C
  57*	1%	256%[activator]	1%	6%	385%[activator]	41*
- CC(C)C(NC(=O)c1ccc(C(C)(C)C)cc1)C(=O)NC1=NCCS1 (configuration not stated)
  -12	0%	x	4%	-1%	x	-2
- O=C(Nc1ccc(F)c(F)c1)C1CCCN1S(=O)(=O)c1ccc(F)cc1 (configuration not stated)
  6	-4%	-24%	-13%	-2%	u	-3
- c1ccc(-c2nc(NCc3ccco3)c3oc4ccccc4c3n2)cc1
  2	0%	u	-4%	u	u	13
- CCN1CCCC1CNC(=O)c1ccc(N2CCCC2=O)cc1 (configuration not stated)
  -6	0%	-8%	-1%	6%	30%	2
- COC(=O)c1[nH]c2ccccc2c1NC(=O)CN1CCN(C/C=C/c2ccccc2)CC1
  -13	9%	86%[activator]	0%	11µM*	x	-3
- COc1ccc(-n2nc3cc(C)c(NC(=O)C(C)C)cc3n2)cc1
  69*	4%	u	x	x	206%[activator]	36*
- CC1Cc2cc(C3(O)C(=O)c4ccccc4C3=O)ccc2N1 (configuration not stated)
  23	3%	u	-1%	-2%	-10%	-4
- Cn1c(SCC(=O)N2CCOCC2)nnc1-c1ccc2ncccc2c1
  20	0%	30%	0%	12%	17%	-1
- CCNNC(=O)C(O)(Cc1ccccc1)Cc1ccccc1
  -1	-2%	37%[activator]	0%	5%	29%	-1
- COc1ccc(NC(=S)NC(C)Cc2cccs2)cc1 (configuration not stated)
  68*	8%	-13%	2%	9%	46%[activator]	29*
- COc1ccc(C(=O)Nc2nc(C)cc(C)n2)cc1[N+](=O)[O-]
  -5	-6%	-1%	-2%	23%	39%[activator]	10
